Assay outcomes: PubChem BioAssay, Broad Institute
KDM4C inh: inhibitors of GASC-1 (KDM4C) histone demethylase, primary screen, biochemical, single concentration HTS; Lysine-specific demethylase 4C (Homo sapiens), Q9H3R0; GST-KDM4C 2-372, H3K9me3 peptide, LANCE TR-FRET; inhibition, % at 12.5 µM; 96,000 tested, 0.15% active;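 active means mean replicate inhibition above about 25%, with at least 55% of replicates also reaching it, limit read from the data, passing the limit was not always enough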
Target sequence (Q9H3R0 2-372 limits assumed): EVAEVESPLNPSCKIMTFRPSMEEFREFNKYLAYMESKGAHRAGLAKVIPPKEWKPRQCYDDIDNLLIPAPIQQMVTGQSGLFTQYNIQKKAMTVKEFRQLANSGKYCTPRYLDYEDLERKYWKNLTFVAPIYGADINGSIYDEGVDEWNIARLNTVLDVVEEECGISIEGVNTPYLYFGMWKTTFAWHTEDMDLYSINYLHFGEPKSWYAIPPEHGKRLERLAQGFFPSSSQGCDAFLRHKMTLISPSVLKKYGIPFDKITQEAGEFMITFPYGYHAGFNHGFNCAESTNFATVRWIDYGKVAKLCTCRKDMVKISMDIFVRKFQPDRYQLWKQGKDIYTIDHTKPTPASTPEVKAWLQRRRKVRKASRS
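Test system: N-terminal GST-fused human GASC-1 (KDM4C) fragment, residues 2-372; quantity: GASC-1 enzyme at 10 nM final in reaction; dosing: single dose; schedule: 30 min demethylation and 1 h detection at room temperature; signal: LANCE TR-FRET, excitation 340 nm, emissions 618 and 671 nm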
T cruzi growth: T. cruzi intracellular proliferation inhibitors, primary screen, cell-based, beta-gal Tulahuen parasites, NIH3T3 host, luminescence | T. cruzi beta-gal in NIH3T3, GalScreen luminescence, 90 h | inhibition, % at 8.34 µM | 77,000 tested, 5.9% active;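 active means mean inhibition above about 93%, with at least 55% of replicates each passing it, limit read from the data, passing the limit was not always enough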
C diff HTS: C. difficile growth inhibitors, primary screen, HTS; Clostridium difficile clinical isolate growth, OD600, 24 h; active compounds read low; 86,000 tested, 0.25% active; growth activity, negative = inhibition, % at 16 µg/mL (by protocol);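 active means mean growth activity at or below -80% and every replicate also at or below -80%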;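 further: 0% = DMSO wells and -100% = levofloxacin 16 µg/mL wells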
Pf Dd2 inh: P. falciparum Dd2 growth inhibitors, primary screen, SYBR Green fluorescence, single dose replicates | AID 1159554, 2015 | activity change, % at 10 µM | 72 h; active compounds read low | 94,000 tested, 2.3% active; in the data active means activity change below about -80%
* = called active by the depositor; . = not tested or not shown; & = joins results of further samples.

Below each SMILES – T cruzi growth, KDM4C inh, C diff HTS, Pf Dd2 inh
1: COCC#Cc1ccc([C@@H]2[C@@H](CO)N3CCCCN(S(=O)(=O)c4ccc(OC)cc4)C[C@H]23)cc1
 : 87, -1.6, -1, -29
2: CCC(=O)N(C)C[C@H]1Oc2cc(C3=CCCCC3)ccc2S(=O)(=O)N([C@@H](C)CO)C[C@@H]1C
 : 75, 1.0, ., -1
3: C[C@@H]1CCCCO[C@H](CN(C)Cc2ccc(C(=O)O)cc2)[C@@H](C)CN([C@H](C)CO)C(=O)c2cc(NS(=O)(=O)c3ccccc3)ccc2O1
 : 8, 0.3, -3, 34
4: O=C(c1ccc(F)cc1)N1CC(=O)N2[C@H](CO)[C@H](c3ccc(-c4ccccc4F)cc3)[C@H]2C1
 : ., 0.3, -2, -29
5: Cc1ccc(S(=O)(=O)N(C)C[C@@H]2Oc3c(NC(=O)C4CCCCC4)cccc3C(=O)N([C@H](C)CO)C[C@H]2C)cc1
 : 64, ., -3, -44
6: C[C@H](O)C#Cc1cnc2c(c1)C(=O)N([C@H](C)CO)C[C@@H](C)[C@@H](CN(C)CC1CCOCC1)O2
 : ., 1.2, 1, 52
7: C[C@H](CO)N1C[C@H](C)[C@@H](CN(C)C)OCCCC[C@H](C)Oc2ccc(NC(=O)Nc3ccc4c(c3)OCO4)cc2C1=O
 : -50, 1.4, -1, .
8: CC(C)NC(=O)N(C)C[C@@H]1Oc2ncc(-c3cncnc3)cc2C(=O)N([C@@H](C)CO)C[C@H]1C
 : ., -1.3, -1, 27
9: C[C@H](CO)N1C[C@H](C)[C@H](CN(C)Cc2ccc(Cl)c(Cl)c2)Oc2ccc(NC(=O)Nc3ccccc3)cc2C1=O
 : 79, 14, 22, 32
10: C[C@@H]1CN([C@@H](C)CO)C(=O)c2cc(-c3ccccc3)cnc2O[C@@H]1CN(C)C(=O)c1cccnc1
 : 53, 1.9, 0, 41

Ordered by SMILES length (rising): part of the list above
Below each SMILES – T cruzi growth, KDM4C inh, C diff HTS, Pf Dd2 inh
8: CC(C)NC(=O)N(C)C[C@@H]1Oc2ncc(-c3cncnc3)cc2C(=O)N([C@@H](C)CO)C[C@H]1C
 : ., -1.3, -1, 27
1: COCC#Cc1ccc([C@@H]2[C@@H](CO)N3CCCCN(S(=O)(=O)c4ccc(OC)cc4)C[C@H]23)cc1
 : 87, -1.6, -1, -29
6: C[C@H](O)C#Cc1cnc2c(c1)C(=O)N([C@H](C)CO)C[C@@H](C)[C@@H](CN(C)CC1CCOCC1)O2
 : ., 1.2, 1, 52
9: C[C@H](CO)N1C[C@H](C)[C@H](CN(C)Cc2ccc(Cl)c(Cl)c2)Oc2ccc(NC(=O)Nc3ccccc3)cc2C1=O
 : 79, 14, 22, 32
5: Cc1ccc(S(=O)(=O)N(C)C[C@@H]2Oc3c(NC(=O)C4CCCCC4)cccc3C(=O)N([C@H](C)CO)C[C@H]2C)cc1
 : 64, ., -3, -44
3: C[C@@H]1CCCCO[C@H](CN(C)Cc2ccc(C(=O)O)cc2)[C@@H](C)CN([C@H](C)CO)C(=O)c2cc(NS(=O)(=O)c3ccccc3)ccc2O1
 : 8, 0.3, -3, 34

(cont.)
Below each SMILES – T cruzi growth, KDM4C inh, C diff HTS, Pf Dd2 inh
11: CCC(=O)N(C)C[C@H]1Oc2cc(C#C[C@@H](C)O)ccc2S(=O)(=O)N([C@@H](C)CO)C[C@H]1C
 : -4, 0.7, 0, 28
12: CN(C)C(=O)c1cccc(-c2ccccc2[C@H]2[C@H](C#N)N(C(=O)C3CCCC3)[C@H]2CO)c1
 : ., 0.7, 1, -12
13: C[C@@H]1CN([C@@H](C)CO)C(=O)c2cc(NC(=O)c3ccccc3)ccc2O[C@@H](C)CCCCO[C@@H]1CN(C)C(=O)c1ccccc1
 : 49, -0.8, 5, -54
14: O=C(C[C@@H]1CC[C@@H](NC(=O)Nc2ccc3c(c2)OCO3)[C@@H](CO)O1)NCc1ccccc1
 : 21, 0.2, 5, -22
15: COc1ccc(S(=O)(=O)N(C)C[C@H]2Oc3ncc(/C=C/c4ccccc4)cc3C(=O)N([C@H](C)CO)C[C@H]2C)cc1
 : ., 0.8, -5, -19
16: C[C@@H]1CCCCO[C@H](CN(C)S(=O)(=O)c2ccc(Cl)cc2)[C@@H](C)CN([C@@H](C)CO)C(=O)c2cc(NS(=O)(=O)c3cccs3)ccc2O1
 : 110*, -1.3, -1, .
17: COCC(=O)Nc1ccc2c(c1)C(=O)N(C)[C@@H]1CC[C@@H](CC(=O)O)O[C@H]1CO2
 : 10, 0.0, -5, -3
18: Cc1ccc(S(=O)(=O)Nc2ccc3c(c2)C(=O)N([C@@H](C)CO)C[C@H](C)[C@@H](CN(C)S(=O)(=O)c2ccc(Cl)cc2)OCCCC[C@H](C)O3)cc1
 : 83, -1.3, -10, -86*
19: O=C(C[C@@H]1C=C[C@H](NS(=O)(=O)c2ccc(F)cc2)[C@@H](CO)O1)NCc1ccncn1
 : 11, -0.4, ., 15
20: CCCNC(=O)Nc1ccc2c(c1)OC[C@@H](C)N(CCC(F)(F)F)C[C@H](C)[C@H](OC)CN(C)C2=O
 : 0, 1.2, ., -5

Whole records from above. Screens in order: T cruzi growth, KDM4C inh, C diff HTS, Pf Dd2 inh
Entry for COCC(=O)Nc1ccc2c(c1)C(=O)N(C)[C@@H]1CC[C@@H](CC(=O)O)O[C@H]1CO2 : 10, 0.0, -5, -3
Entry for C[C@@H]1CN([C@@H](C)CO)C(=O)c2cc(NC(=O)c3ccccc3)ccc2O[C@@H](C)CCCCO[C@@H]1CN(C)C(=O)c1ccccc1 : 49, -0.8, 5, -54

(further entries)
Below each SMILES – T cruzi growth, KDM4C inh, C diff HTS, Pf Dd2 inh
21: O=S(=O)(N[C@H]1CC[C@H](CCn2cc(-c3cccnc3)nn2)O[C@@H]1CO)c1ccc(F)cc1
 : -12, 0.0, 0, 0
22: CO[C@H]1CN(C)C(=O)c2ccc(NC(C)=O)cc2OC[C@@H](C)N(C(=O)C2CCC2)C[C@@H]1C
 : 32, -0.4, 22, 22
23: CNC(=O)C[C@@H]1CC[C@@H]2[C@@H](COc3ccc(NC(=O)c4ccc(F)c(F)c4)cc3C(=O)N2C)O1
 : 16, 0.1, 1, -2
24: O=C(C[C@@H]1C[C@@H]2c3cc(NC(=O)Nc4ccccc4F)ccc3O[C@@H]2[C@H](CO)O1)NCc1ccccn1
 : ., 0.5, 3, 0
25: C[C@@H]1CN([C@@H](C)CO)C(=O)c2cc(/C=C/c3ccccc3)cnc2O[C@@H]1CN(C)S(=O)(=O)c1ccccc1
 : 37, -1.8, 5, -10
26: Cc1ccc(S(=O)(=O)Nc2ccc3c(c2)CC(=O)N([C@@H](C)CO)C[C@H](C)[C@H](CN(C)S(=O)(=O)c2ccc(F)cc2)O3)cc1
 : 16, 1.6, 11, -42
27: CO[C@H]1CN(C)C(=O)c2cc(NS(=O)(=O)c3cccc(F)c3)ccc2OC[C@H](C)N(Cc2cc(F)ccc2F)C[C@@H]1C
 : 112*, -1.4, 0, -41
28: C/C=C/c1ccc([C@H]2[C@@H](CO)N(C(=O)c3cnccn3)C23CN(C(C)=O)C3)cc1
 : ., -0.4, 1, -8
29: O=C(C1CCCCC1)N1CC[C@@H]2[C@H](CO)Nc3ccc(C#Cc4ccc(F)cc4)cc3[C@@H]21
 : 62, 1.8, -5, 17
30: CO[C@@H]1CN(C)C(=O)c2ccc(NC(=O)c3ccc(Oc4ccccc4)cc3)cc2OC[C@@H](C)NC[C@H]1C
 : -71, 1.3, ., -11
31: Cc1ccc(S(=O)(=O)N(C)C[C@@H]2Oc3ccc(NC(=O)Cn4cnnn4)cc3C(=O)N([C@@H](C)CO)C[C@H]2C)cc1
 : 15, 1.9, -4, 4
32: CCCNC(=O)Nc1ccc2c(c1)OC[C@H](C)N(C)C[C@@H](C)[C@@H](OC)CN(C)C2=O
 : 18, 0.7, -3, .
33: COc1ccc(S(=O)(=O)Nc2ccc3c(c2)C(=O)N([C@@H](C)CO)C[C@@H](C)[C@@H](CN(C)C(=O)Nc2cccc4ccccc24)OCCCC[C@H](C)O3)cc1
 : 55, -3.5, ., -88*
34: COc1ccc(S(=O)(=O)Nc2ccc3c(c2)[C@@H]2C[C@@H](CC(=O)N(C)C)O[C@@H](CO)[C@@H]2O3)cc1
 : -6, -1.0, -5, 23
35: CO[C@H]1CC[C@@H]2CCN(C)C(=O)C[C@@H](c3ccccc3)CN(C)C(=O)c3cc(C#N)ccc3OC[C@@H]1O2
 : -3, 1.0, -3, .
36: CN(C)C(=O)C[C@@H]1CC[C@H](NC(=O)C2CCC2)[C@H](CO)O1
 : 30, -0.8, -2, 8
37: CO[C@@H]1CN(C)C(=O)c2cc(NC(=O)c3ccc(F)cc3)ccc2OC[C@@H](C)N(C(=O)CN(C)C)C[C@@H]1C
 : -43, 2.5, ., 38
38: C[C@H]1CN([C@@H](C)CO)C(=O)Cc2cc(NC(=O)Cc3cn(C)c4ccccc34)ccc2O[C@H]1CN(C)C(=O)NC1CCCCC1
 : 13, ., 3, -35
39: O=C(C[C@@H]1CC[C@H]2[C@@H](COC[C@@H](O)CN2Cc2cc(F)ccc2F)O1)N[C@H]1CCN(Cc2ccccc2)C1
 : 49, -5.0, 1&-6, -24
40: O=C(C[C@@H]1CC[C@@H](NC(=O)Nc2ccc3c(c2)OCO3)[C@@H](CO)O1)NCCCN1CCOCC1
 : -38, 0.1, -2, 15
41: COc1cccc(CNC(=O)[C@H]2[C@H](CO)[C@H]3Cn4c(cccc4=O)[C@@H]2N3C(=O)C2CCCC2)c1
 : ., 0.0, -1, -81*
42: CN1C(=O)c2cc(NC(=O)c3ccccc3Cl)ccc2OC[C@H]2O[C@H](CC(=O)NCC(F)(F)F)CC[C@@H]21
 : 33, -1.0, 0, .
43: CNC[C@H]1OCCCC[C@H](C)Oc2ccc(NS(=O)(=O)c3c(C)noc3C)cc2C(=O)N([C@H](C)CO)C[C@H]1C
 : 24, -1.3, 2, -13
44: C[C@H](CO)N1C[C@H](C)[C@H](CN(C)C(=O)Nc2ccc(C(F)(F)F)cc2)Oc2ccc(NC(=O)Cc3ccccc3)cc2C1=O
 : 43, -1.9, -7, -14
45: COc1ccc(NC(=O)Nc2cccc3c2O[C@@H](CN(C)C(=O)Nc2ccc(F)cc2)[C@H](C)CN([C@@H](C)CO)C3=O)cc1
 : ., -0.1, 5, -16
46: CN(C)Cc1cn(CC[C@H]2CC[C@H](NS(=O)(=O)c3ccc(-c4ccccc4)cc3)[C@@H](CO)O2)nn1
 : -194, 1.2, ., -2
47: C[C@H]1CN([C@@H](C)CO)C(=O)c2cccc(NS(=O)(=O)c3ccc(Cl)cc3)c2O[C@@H]1CN(C)C(=O)Nc1ccc2c(c1)OCO2
 : -5, 2.0, 6, -7
48: COc1ccc2c3c(n(C)c2c1)[C@H](CO)N(Cc1ccc(Cl)cc1)CC31CCN(C(=O)NC(C)C)CC1
 : ., 0.8, -6, -62
49: CCCNC(=O)C[C@@H]1C[C@@H]2c3cc(NC(=O)Nc4ccccc4)ccc3O[C@@H]2[C@@H](CO)O1
 : -4, -2.5, -2, -63
50: Cc1ccc(S(=O)(=O)Nc2cccc3c2O[C@H](CN(C)C(=O)Nc2c(C)noc2C)[C@@H](C)CN([C@H](C)CO)C3=O)cc1
 : 7, 2.0, 5, 12
51: N#C[C@H]1[C@@H](c2ccc(C3=CCCCC3)cc2)[C@@H](CO)N1C(=O)Nc1ccccc1F
 : 69, 0.8, -8, -17
52: C[C@H]1CN([C@@H](C)CO)C(=O)c2cc(NC(=O)Cc3cn(C)c4ccccc34)ccc2O[C@H]1CN(C)C(=O)Nc1ccc(C(F)(F)F)cc1
 : 18, -1.5, 41, -15
53: CC(C)NC(=O)N(C)C[C@@H]1Oc2ccc(NS(=O)(=O)c3ccc(F)cc3)cc2C(=O)N([C@@H](C)CO)C[C@H]1C
 : -5, 2.1, 3, 30
54: C[C@H]1CN([C@@H](C)CO)C(=O)c2cc(NC(=O)NC3CCCCC3)ccc2O[C@@H]1CN(C)S(=O)(=O)c1cn(C)cn1
 : 30, -1.1, -2, 10
55: C/C=C/c1ccc([C@H]2[C@@H](CO)N(C(=O)c3ccccc3)C23CN(C(C)=O)C3)cc1
 : ., -0.8, 1, 5
56: COc1cccc(-c2ccc3c(c2)O[C@H](CN(C)C)[C@@H](C)CN([C@H](C)CO)S3(=O)=O)c1
 : ., 0.0, -2, -4
57: COc1cccc(S(=O)(=O)N[C@H]2CC[C@@H](CC(=O)NC3CCC3)O[C@@H]2CO)c1
 : 42, 3.1, -2, 9
58: C[C@H](CO)N1C[C@H](C)[C@@H](CN(C)Cc2ccncc2)Oc2c(NC(=O)C3CC3)cccc2C1=O
 : 1, 0.0, 0, 8
